GPR55 LPI antagonism: GPR55 antagonists blocking LPI-driven arrestin recruitment, primary screen, imaging, U2OS, beta-arrestin-GFP, LPI agonist (AID 2013); G-protein coupled receptor 55 (Homo sapiens); U2OS GPR55 beta-arrestin-GFP translocation imaging, LPI antagonism; higher % means a stronger effect; inhibition, % at 10 µM; hits with a dose series show IC50 in µM; 290,000 compounds, 0.13% hits;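 active = spots per cell inhibited over 60%, with over 100 cells counted and total cytoplasm intensity under 500,000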;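 also: U2OS cells stably carrying GPR55 and arrestin-GFP stimulated by 5 µM LPI near EC80; imaged beta-arrestin-GFP aggregate spots per cell after agonist stimulation; plate controls were LPI-stimulated DMSO wells for no effect and DMSO wells without LPI for full effect; some results filed as inactive read as strong as hits; confirmed hits need IC50 under 10 µM and bright autofluorescent wells are also inconclusive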
NS5 inhibitors: Dengue-2 NS5 methyltransferase inhibitors, primary screen, biochemical, confirmation dose response (AID 588689) | Genome polyprotein (Dengue virus type 2 (strain 16681-PDK53)) | Dengue-2 NS5 methyltransferase capping enzyme assay, biochemical; higher % means a stronger effect | one-dose inhibition, % at 25 µM; IC50 in µM for titrated hits | 340,000 compounds, 0.3% hits; in the data active = a potency from the dose series
GPR35 arrestin U2OS: GPR35 antagonists blocking zaprinast-driven arrestin recruitment, primary screen, imaging, U2OS, beta-arrestin-GFP, zaprinast agonist (AID 2058); inhibition, % at 10 µM; hits with a dose series show IC50 in µM; U2OS GPR35 beta-arrestin-GFP translocation imaging, zaprinast antagonism; higher % means a stronger effect; 290,000 compounds, 0.052% hits;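 active = inhibition of at least 50% with at least 30 cells and total cytoplasm GFP at most 10,000,000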
Large T inhibition: SV40 large T antigen inhibitors, biochemical (AID 1903). 310,000 compounds, 0.39% hits. inhibition, % at 20 µM; hits with a dose series show IC50 in µM. SV40 large T antigen ATPase/helicase inhibition assay; higher % means a stronger effect; in the data active = a potency from the dose series; also: strong numbers were not always called active
RSV antiviral HEp-2: RSV antiviral activity via CPE protection, HEp-2 cells, primary 10 µM value included (AID 2391). HEp-2 cells, RSV-induced CPE inhibition; higher % means a stronger effect. one-dose CPE inhibition, % at 10 µM; IC50 in µM for titrated hits. 310,000 compounds, 0.13% hits; in the data active = a potency from the dose series; also: strong numbers were not always called active
Rac1 GTP hydrolysis: MgcRacGAP GTPase-activating activity inhibitors, confirmation, biochemical, ADP Hunter fluorescence. MgcRacGAP-stimulated Rac1 GTP hydrolysis, ADP Hunter fluorescence; higher % means a stronger effect; GST-tagged Rac1 F28L mutant substrate. one-dose inhibition, % at 30 µM; IC50 in µM for titrated hits. 340,000 compounds, 0.6% hits. AID 624330, 2012;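 active = first-screen hits whose inhibition reached a set limit at any dose in the follow-up dose series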;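 also: fluorescence reports GDP produced by GAP-driven GTP hydrolysis; strong numbers were not always called active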
K1F lysis inhibition: inhibition of K1F phage lysis, E. coli UTI89, bacterial capsule biogenesis inhibitors, alamar blue (AID 488966); E. coli UTI89 K1F phage lysis, alamar blue, 2 h; higher % means a stronger effect; inhibition, % at 100 µM, or IC50 in µM where a hit was titrated; 340,000 compounds, 0.02% hits;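 active = phage lysis inhibition, versus mean bacterial control, above a set limit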;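 also: capsule biogenesis inhibitors block K1F phage lysis so surviving cells raise fluorescence; higher fluorescence means more inhibition of phage lysis; actives were called in the ten point dose series up to 300 µM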
HIV peptide binding: inhibitors of HIV fusion peptide binding, primary screen, biochemical, uHTS, fluorescence dequenching (AID 1986); one-dose inhibition, % at 20 µM; IC50 in µM for titrated hits; cell-free peptide binding, fluorescence dequenching, 30 min; higher % means a stronger effect; 290,000 compounds, 0.3% hits; in the data active = inhibition mostly above about 52%, no sharp cut-off; inactive = mostly below about 76%; also: some results filed as inactive read as strong as hits
PhoP inhibition: inhibitors of PhoP regulon expression, primary screen, Salmonella Typhimurium, GFP reporter (AID 1863) | S. Typhimurium PhoP-regulated promoter GFP reporter, 4 h; higher % means a stronger effect | inhibition, % at 50 µM, or IC50 in µM where a hit was titrated | 300,000 compounds, 0.16% hits;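 active = inhibition over 29.93%, a cutoff 3 SD above the screen mean, later confirmed by dose response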;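 also: 0% = low Mg2+ inducing control and 100% = high Mg2+ repressing control; strong numbers were not always called active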
* = called active by the depositor; . = not tested or not shown; [ ] = dose if it differs, or a comment.

Each structure is followed by: GPR55 LPI antagonism, NS5 inhibitors, GPR35 arrestin U2OS, Large T inhibition, RSV antiviral HEp-2, Rac1 GTP hydrolysis, K1F lysis inhibition, HIV peptide binding, PhoP inhibition
Cc1c(NS(=O)(=O)c2cccc(C(=O)NCc3ccc(Cl)cc3)c2)c(=O)n(-c2ccccc2)n1C
→ -5%, -2%, -13%, 6%, 1.8%, 2%, 0.0%, -2.0%, 0%
COc1cc(NC(=S)NC(=O)C(C)C)ccc1NC(=O)c1cc2ccccc2o1
→ -7%, 5%, -20%, 5%, 0.1%, 8%, 0.3%, 0.0%, -11%
O=C(Nc1ccccc1N1CCCC1)c1ccc([N+](=O)[O-])cc1Cl
→ -10%, 1%, 16%, 0%, 1.1%, -20%, 0.0%, -1.8%, 1%
NS(=O)(=O)c1ccc(CCNC(=O)C2CCCCC2)cc1
→ 4%, -3%, 8%, 4%, 1.6%, 9%, 0.1%, -2.5%, 9%
Cc1ccccc1NC(=O)Cn1nnc2c(cnn2-c2ccc(F)cc2)c1=O
→ 13%, 1%, -12%, 3%, 2.3%, 2%, 0.9%, 0.1%, 10%
O=c1nc2n(Cc3ccccc3)c3ccccc3cc-2c(=O)[nH]1
→ 4%, ., -4%, 5%, 2.0%, ., ., -0.8%, -6%
C[C@H](NC(=O)C1CC(=O)N(c2ccc3c(c2)OCCO3)C1)C(=O)N1CCCCC1 (some centres undefined)
→ 14%, -7%, 13%, ., 0.7%, 8%, 0.2%, 0.0%, -4%
Cc1cc(NC(=O)CSc2nccn2-c2ccc([N+](=O)[O-])cc2)no1
→ -6%, -9%, -6%, 4%, 1.8%, 8%, 0.2%, 0.5%, 1%
Cc1cc(NC(=O)c2ccc([N+](=O)[O-])cc2Cl)no1
→ 4%, 2%, -2%, 8%, 1.3%, 4%, 0.1%[50 µM], 2.7%, 2%
O=C(CN1C(=O)c2cccnc2Oc2ccc(Cl)cc21)NC1CCCCCC1
→ 0%, 9%, 0%, 8%, 4.5%, 12%, -0.1%, -0.9%, -5%
CC(=O)c1ccc(N2CCN(S(=O)(=O)c3c(C)[nH]c(C)c3C(=O)N3CCCCC3)CC2)cc1
→ 7%, -5%, 2%, 1%, 1.6%, 6%, 0.3%, -1.0%, -2%
Cc1cc(C)n(-c2nc(C)nc(N)n2)n1
→ 14%, -14%, 4%, 13%, 0.7%, 5%, 2.6%, -0.7%, -7%
NS(=O)(=O)c1ccc(N2CCCCCC2)c([N+](=O)[O-])c1
→ 1%, ., -13%, 23%, 1.3%, ., ., -0.3%, 0%
C/C(=N\NC(=O)c1cccc(Br)c1)c1ccc(Br)cc1
→ 5%, -5%, 7%, 2%, 0.0%, 4%, 0.2%, -1.5%, -11%
Cc1nc2c(C(=O)N3CCN(c4ccccn4)CC3)cnn2c(C)c1Cc1cccc(Cl)c1
→ -4%, -2%, 8%, 0%, 7.0%, 4%, 0.2%, 1.8%, 0%

(cont.)
Each structure is followed by: GPR55 LPI antagonism, NS5 inhibitors, GPR35 arrestin U2OS, Large T inhibition, RSV antiviral HEp-2, Rac1 GTP hydrolysis, K1F lysis inhibition, HIV peptide binding, PhoP inhibition
COc1ccc(OCC(=O)Nc2ccc(N3CCN(C(=O)c4ccccc4C)CC3)cc2)cc1
→ 11%, -6%, 15%, 5%, 0.6%, -3%, -1.4%, -1.5%, -15%
O=C(Cc1cccs1)Nc1cccc(-c2nc3ccccc3o2)c1
→ 8%, -4%, -4%, 26%, 4.8%, 7%, 2.7%, 0.8%, -3%
Cc1ccc(-c2cc3c(n2-c2ccc(C(=O)O)cc2)CCCC3=O)cc1
→ 5%, -4%, -13%, 11%, 2.8%, 5%, 2.1%, 9.8%, -10%
COc1ccc2[nH]c(=O)c(CN(C(C)=O)c3cccc(C)c3)cc2c1
→ -4%, 8%, -7%, 5%, 1.1%, 5%, 0.1%, -1.2%, 0%
CCN1CCC2(CC1)N=C(c1ccc(F)cc1)C(=S)N2
→ 13%, -12%, 4%, -1%, -1.3%, 7%, 0.5%, -0.2%, 4%
COc1ccccc1NC(=O)CCCNC(=O)Cn1cnc2sc(C)c(C)c2c1=O
→ 10%, -10%, 10%, 9%, 1.4%, 8%, 0.4%, -1.3%, -5%
CC(C)OCCCNC(=O)CN1CCN(Cc2ccc(Cl)cc2)C1=O
→ 1%, -7%, -3%, 21%, 1.5%, 16%, 0.1%, -0.5%, -5%
O=C(OC1CCCCC1)c1cc2ccccc2oc1=O
→ -4%, 0%, 9%, 7%, 1.9%, 6%, 0.2%, -0.5%, -2%
CCOC(=O)c1c(NC(=O)C2CCCO2)sc(C(=O)OC(C)(C)C)c1C (centres undefined)
→ -5%, 7%, 13%, 3%, 1.7%, 9%, 2.3%, -1.9%, -5%
Cc1nnsc1Sc1ccccn1
→ 8%, -4%, -7%, 3%, 4.8%, 6%, 0.2%, 0.1%, 9%
CCOc1ccc2nc(NS(=O)(=O)c3ccc4c(c3)n(C)c(=O)n4C)sc2c1
→ 4%, -5%, -5%, 8%, 1.0%, 13%, -1.5%, 2.0%, -7%
CC(C)(C)CC(C)(C)NC(=O)Nc1cccc([N+](=O)[O-])c1
→ 14%, -6%, 12%, 1%, 2.0%, 15%, 0.1%, 1.9%, 2%
CCNC(=O)NC1(C(=O)Nc2ccc3c(c2)CCC3)CCCCC1
→ -9%, -3%, 14%, 1%, 1.8%, 3%, 1.4%, -2.5%, -6%
O=C(COc1ccc2ccccc2c1)Nc1ccc2c3c(cccc13)CC2
→ 10%, 3%, -11%, 12%, 7.4%, -3%, 0.4%, 1.6%, -12%
CC(=O)Nc1ccc(NC(=S)NC(=O)/C=C/c2ccc(Cl)cc2)cc1
→ -1%, -1%, -26%, -1%, 0.2%, 7%, -1.1%, 1.2%, -9%

Next compounds:
Each structure is followed by: GPR55 LPI antagonism, NS5 inhibitors, GPR35 arrestin U2OS, Large T inhibition, RSV antiviral HEp-2, Rac1 GTP hydrolysis, K1F lysis inhibition, HIV peptide binding, PhoP inhibition
Cc1cnc(C(=O)Nc2ccc(OC(F)(F)F)cc2)cn1
→ -16%, -11%, -4%, 14%, 0.8%, 8%, 0.1%, 1.5%, 11%
CCOC(=O)C1CCN(C(=O)CN(c2ccc3c(c2)OCO3)S(C)(=O)=O)CC1
→ -5%, -3%, -11%, 22%, 1.4%, 6%, 0.5%, 2.8%, -15%
Cc1cc(C)nc(NS(=O)(=O)c2ccc(NS(=O)(=O)c3ccc(C#N)cc3)cc2)n1
→ 20%, -6%, -2%, 4%, 0.1%, 5%, 0.2%, -1.4%, -2%
O=C(NCCc1ccncc1)Nc1cccc(Cl)c1
→ 12%, -5%, 7%, 13%, 1.2%, 5%, 5.0%, -1.3%, 6%
N#Cc1ccc(NC(=O)CNc2cc(S(=O)(=O)N3CCOCC3)ccc2NCC2CCCO2)cc1 (centres undefined)
→ 9%, 12%, -3%, -2%, 0.5%, 4%, 0.3%, 0.6%, 4%
O=C(NCc1ccccc1F)c1ccc(S(=O)(=O)N2CCCCCC2)cc1
→ ., -7%, ., ., 0.7%, 7%, 0.4%[50 µM], ., .
O=C1CCCC2=C1C(c1ccc(O)c(Br)c1)C1=C(CCCC1=O)N2c1ccccc1
→ 5%, 0%, 11%, 10%, 0.7%, 8%, -0.4%, -2.8%, 1%
O=C(CCl)NN=C(c1ccccc1)c1ccccc1
→ -2%, ., 24%, 1%, 3.1%, ., ., 0.0%, -4%
O=C(NCc1ccc2c(c1)OCO2)c1nn2cccnc2c1Cl
→ -9%, -5%, -3%, 1%, 1.6%, 11%, -0.5%[50 µM], -0.2%, 10%
O=c1c2ccccc2[nH]c(=S)n1CCC1=CCCCC1
→ 22%, -1%, -5%, 4%, 3.0%, 14%, 0.1%, 0.6%, -2%
Cc1cc2ccccc2c(=O)n1CC(=O)NCc1ccco1
→ 2%, 2%, 12%, 8%, 0.4%, 5%, -0.1%, -0.6%, -7%
O=C(O)c1ccc(NCc2nc3ccccc3n2Cc2ccccc2F)cc1
→ 4%, 3%, -8%, 8%, 1.2%, 10%, 0.1%, 0.4%, -4%
Cn1c(N)c(C(=O)COC(=O)c2ncc(Cl)c(Cl)c2Cl)c(=O)n(C)c1=O
→ -10%, 4%, -2%, 25%, -1.4%, 4%, 5.7%, -0.1%, -6%
COC(=O)c1ccc(/C=N/OCC(=O)Nc2cc(F)ccc2F)cc1
→ 2%, -8%, -5%, -4%, 2.6%, 0%, 0.2%, 4.4%, -8%
NNC(=O)c1cncc(Br)c1
→ -7%, ., -7%, -6%, ., ., ., 0.1%, 13%

(cont.)
Each structure is followed by: GPR55 LPI antagonism, NS5 inhibitors, GPR35 arrestin U2OS, Large T inhibition, RSV antiviral HEp-2, Rac1 GTP hydrolysis, K1F lysis inhibition, HIV peptide binding, PhoP inhibition
Cc1cccc(C(=O)Oc2ccccc2C(=O)N2CCOCC2)c1
→ 3%, -1%, -5%, 9%, 2.9%, 13%, 1.7%, 1.1%, -5%
CCOC(=O)c1c(C)[nH]c(C(=O)OC)c1CCC(=O)OC
→ -14%, -1%, 1%, 4%, 1.1%, 13%, 0.5%, 0.5%, 6%
COCCCC1CCN(C(=O)C2CCC(=O)N(CC3CCCCC3)C2)CC1 (centres undefined)
→ 1%, -1%, -10%, 17%, -0.2%, 3%, -0.2%, 0.6%, 0%
CCC(=O)NC(c1cc(Cl)c2ccccc2c1O)C1CC1 (centres undefined)
→ ., -2%, ., ., 1.1%, 11%, -0.3%, ., .
Cc1cc(C)c2nc(SCC#N)cc(C)c2c1
→ -5%, -3%, -8%, -2%, 11%, 16%, 0.1%, 1.8%, 12%
CCCCNC(=S)Nc1cccc(C(C)=O)c1
→ 4%, -5%, 9%, 3%, 0.6%, 8%, 3.5%, -1.7%, 8%
O=C(CNC(=S)N(CCCN1CCOCC1)Cc1cccs1)NC1CCCCCCC1
→ 5%, -4%, 2%, 9%, -0.8%, 1%, -0.2%, -1.0%, -5%
O=C(COc1ccc(Cl)cc1)NCc1nnc(SCC(=O)NCc2ccc3c(c2)OCO3)o1
→ -2%, -1%, 17%, 4%, 1.8%, 11%, 2.7%, 0.7%, 0%
COC(=O)c1sc(NC(=O)CCCn2nc([N+](=O)[O-])cc2C)c(C(=O)OC)c1C
→ 3%, -6%, -9%, 3%, 0.9%, 4%, 0.3%, -1.5%, -10%
Cc1cc(=O)[nH]c(=S)n1-c1ccccc1
→ -8%, -4%, 4%, 5%, 0.1%, -1%, -2.4%, -0.8%, -14%
COc1cccc(NC(=S)N(CCc2ccc(OC)c(OC)c2)Cc2ccccn2)c1
→ 2%, -4%, -18%, 26%, 4.1%, 3%, 6.2%, -1.6%, 4%
COc1ccc(CC(=O)c2ccc(OC)c(OC)c2C)cc1OC
→ 3%, 0%, -16%, 6%, 0.7%, 6%, 0.3%, -0.7%, -14%

Assay outcomes as filed in PubChem BioAssay.
